Assay outcomes deposited in PubChem by The Scripps Research Institute Molecular Screening Center.
CCHFV vOTU inh = blocks the CCHF virus ovarian tumor domain protease | CCHFV vOTU protease, Pep-AMC fluorescence | inhibition, % at 11.5 µM | 370,000 compounds, 0.55% hits; in the data active = inhibition above about 30%; also: 0% = vehicle wells with enzyme and 100% = no enzyme wells
PrPC surface inh = cell surface PrPC inhibition, primary TR-FRET screen. 370,000 compounds, 0.43% hits. P04156. TR-FRET read-out. inhibition, % at 13.8 µM; in the data active = inhibition above about 24%; also: 0% = median of the test wells and 100% = reference compound wells
* = called active by the depositor. Some of the compounds tested (hit frequency here may not be typical).

1	C#CCCN([C@H](C(=O)OC)C(C)C)S(=O)(=O)c1ccc(F)cc1Br
2	O=C(CCc1ccccc1)N[C@H]1[C@H](OCc2ccccc2)CCC[C@@]12C(=O)N(Cc1ccccc1)c1ccc(-c3ccccn3)cc12
3	C[C@H](C(=O)N(C)c1ccccc1)[C@@H](O)c1ccc(Cl)cc1
4	O=c1c2cc3ccccc3nc2ncn1CCc1ccc(Cl)cc1
5	C=CCN(C)CC#Cc1ccccc1C
6	CCCC/C=C1/[C@H](c2ccc(Cl)cc2)N(Cc2ccc3c(c2)OCO3)C2=N[C@H](c3ccccc3)CC(=O)N21

| screen / no. | 1 | 2 | 3 | 4 | 5 | 6 |
| --- | --- | --- | --- | --- | --- | --- |
| CCHFV vOTU inh | 8 | 0 | 1 | -10 | -4 | 9 |
| PrPC surface inh | 2 | 4 | 3 | 2 | -7 | -5 |

7	COC(=O)[C@]12C[C@H](CC(=O)NCCc3ccccc3OC)C(=O)N(Cc3ccc4c(c3)OCO4)C1=C[C@H](C(C)C)O[C@@H]2C1CC1
8	CC(=O)N1CCN(C(=O)c2ccc(CNC(=O)c3cccc(Br)c3)cc2)CC1
9	Cc1cc(C)cc(OC[C@@H](O)CN2CCC(C(O)(c3ccccc3)c3ccccc3)CC2)c1
10	Cn1cccc1C(=O)N1CCN(S(=O)(=O)c2cccs2)CC1
11	O=C(CN1CCN(c2nc(-c3ccccc3)cs2)CC1)Nc1ccc(Cl)c(Cl)c1
12	COC(=O)[C@H](C(C)C)N(CCc1cn(Cc2ccc(C)cc2)nn1)S(=O)(=O)c1ccccc1Br

| screen / no. | 7 | 8 | 9 | 10 | 11 | 12 |
| --- | --- | --- | --- | --- | --- | --- |
| CCHFV vOTU inh | 11 | 0 | -1 | -5 | 4 | 11 |
| PrPC surface inh | 2 | 8 | -7 | -3 | 9 | 2 |

13	C=CS(=O)(=O)N(Cc1ccc(C)cc1)[C@@H](CO)C(=O)OC
14	O=C(CCCCCN1C(=O)C2C3C=CC(C3)C2C1=O)Nc1cc(F)cc(F)c1 (stereo not given)
15	Cc1cccc(N2CCN(C(C(=O)NCc3ccccc3)c3ccc(F)cc3)CC2)c1C (stereo not given)
16	Cc1[nH]c2ccccc2c1C(=O)c1c(N)[nH]c(C(=O)c2ccc(Br)cc2)c1-c1ccc(Br)cc1
17	CC(C)NC(=O)C1(C)CSCC(=O)N1Cc1cccs1 (stereo not given)
18	O=C(NC1CN2CCC1CC2)c1ccc(Cl)cc1 (stereo not given)

| screen / no. | 13 | 14 | 15 | 16 | 17 | 18 |
| --- | --- | --- | --- | --- | --- | --- |
| CCHFV vOTU inh | -8 | 3 | 19 | 1 | -8 | 0 |
| PrPC surface inh | -7 | 17 | 0 | 0 | 0 | 2 |

19	COCCN1C(=O)CN(S(C)(=O)=O)CC1(C)C(=O)Nc1c(C)cccc1C (stereo not given)
20	O=C(OCc1cn(Cc2ccccc2Cl)nn1)N1CCOCC1
21	O=C(NCCc1ccccn1)c1ccc2c(c1)ncn2C1CCCCC1
22	CN(C)C=Nc1nc2c(Br)ccc(Br)c2cc1C(=O)NCC(C)(C)C
23	COC(=O)CSc1nnc(-c2ccc(NS(=O)(=O)c3c(C(C)C)cc(C(C)C)cc3C(C)C)cc2)o1
24	N#Cc1[nH]nc2nc[nH]c(=O)c12

| screen / no. | 19 | 20 | 21 | 22 | 23 | 24 |
| --- | --- | --- | --- | --- | --- | --- |
| CCHFV vOTU inh | -5 | 3 | 4 | -1 | 24 | -4 |
| PrPC surface inh | 0 | 6 | 0 | -4 | 1 | 3 |

25	O=S1(=O)c2ccccc2-c2c(nnn2CC2CCCCC2)CN1C1CC1
26	Cc1ccc(CNC(=O)OC(C)(C)C)c(/C=C/S(=O)(=O)NCCc2ccccc2)c1
27	O=S1(=O)c2ccc(Br)cc2OC[C@@H](Cc2ccccc2)N1Cc1cn(CC2CCCCC2)nn1
28	O=C(NC1CCCCN(Cc2ccc(Cl)cc2)C1=O)c1cccc([N+](=O)[O-])c1 (stereo not given)
29	COC(=O)C1=C(C)N(Cc2ccccc2C(F)(F)F)C(=NCc2cc(OC)c(OC)c(OC)c2)NC1c1cccc(C(F)(F)F)c1 (stereo not given)
30	COC(=O)C1=C(C)N(Cc2ccc(C(F)(F)F)cc2)C(=NCc2ccc(C(F)(F)F)cc2)NC1c1ccccc1 (stereo not given)

| screen / no. | 25 | 26 | 27 | 28 | 29 | 30 |
| --- | --- | --- | --- | --- | --- | --- |
| CCHFV vOTU inh | -1 | 26 | 15 | 3 | 7 | 17 |
| PrPC surface inh | -5 | 16 | 12 | -10 | 8 | 2 |

31	CN(C)c1cccc(/C=C2\CC3(OC(=O)c4ccco4)CCCN2C3)c1 (stereo not given)
32	O=S1(=O)c2ccc(Br)cc2-n2nncc2CN1Cc1cccc(Cl)c1
33	c1ccc(Cn2cc(CCOCc3ccccn3)c3ccccc32)cc1
34	C=CCN1[C@H](CC(C)C)COc2cc(F)ccc2S1(=O)=O
35	COC(=O)[C@H]1C[C@@]2(C#N)c3ccccc3N(C(=O)OC(C)(C)C)[C@H]2N1C(=O)OC(C)(C)C
36	O=C(NCCN1CCC(Cc2ccccc2)CC1)C1CCCN(S(=O)(=O)c2cccs2)C1 (stereo not given)

| screen / no. | 31 | 32 | 33 | 34 | 35 | 36 |
| --- | --- | --- | --- | --- | --- | --- |
| CCHFV vOTU inh | -2 | 7 | 32* | 8 | 6 | -7 |
| PrPC surface inh | -10 | -1 | 8 | -6 | 9 | -5 |

37	COC(=O)[C@]12CCCCC=C1N(CCc1ccc(OC)c(OC)c1)C(=O)[C@H](CC(=O)N1CCCCC1)C2
38	Cn1cc(C2(C)CCOc3ccccc32)c2ccccc21 (stereo not given)
39	COc1ccc2c(c1)[C@@]1(OCCC=C[C@H]1C)C(=O)N2Cc1ccc(Br)cc1
40	O=c1c(-c2ccccc2)nc2ccccc2n1C(c1ccccn1)c1nc2ccccc2[nH]1 (stereo not given)
41	CN1C[C@]2(C=C3CCCCC3n3c(=O)n(-c4ccccc4)c(=O)n32)N=C1NC(=O)c1ccccc1 (stereo not given in full)
42	COc1cccc(NC(=O)Nc2nc3ncccn3c2-c2ccc(C(F)(F)F)cc2)c1

| screen / no. | 37 | 38 | 39 | 40 | 41 | 42 |
| --- | --- | --- | --- | --- | --- | --- |
| CCHFV vOTU inh | -7 | 2 | 8 | -11 | 3 | -31 |
| PrPC surface inh | -5 | -3 | 4 | -10 | 8 | 7 |

43	COCc1[nH]nc2c1C(c1ccc(F)cc1)NC2=O (stereo not given)
44	COc1ccc(C(C(=O)NCc2ccccc2)n2c(=O)c(-c3ccccc3)nc3ccccc32)cc1 (stereo not given)
45	O=C(NCCc1ccccc1)OCc1cn(Cc2ccccc2C(F)(F)F)nn1
46	O=C(NCc1ccccc1)[C@H]1CCCN1C(=O)[C@H]1CCCN1C(=O)c1cccc(F)c1
47	O=C(N[C@H](Cc1ccccc1)C(=O)N1CCCN(Cc2cccs2)CC1)[C@H]1O[C@@H](n2ccc(=O)[nH]c2=O)[C@H](O)[C@@H]1O
48	O=C1NC(Cc2cnc[nH]2)C(=O)N2CCCC12 (stereo not given)

| screen / no. | 43 | 44 | 45 | 46 | 47 | 48 |
| --- | --- | --- | --- | --- | --- | --- |
| CCHFV vOTU inh | -4 | -1 | -3 | -3 | -9 | -6 |
| PrPC surface inh | 11 | -6 | 2 | -2 | 3 | -5 |

49	Cc1ccc(S(=O)(=O)N2[C@H](CC(=O)c3cccc4ccccc34)OC[C@@H]2C(C)C)cc1
50	O=C(CN1CCC(NC(=O)NCc2ccccc2)CC1)Nc1ccc2c(c1)OCCO2
51	COC(=O)[C@@]1(Cc2ccc(OC)cc2)[C@H]2c3cc(C(=O)N4CCCC4)n(Cc4ccc(OC)c(OC)c4)c3C[C@H]2CN1C(=O)c1ccccc1
52	CCOC(=O)N1CCN(C(=O)C[C@H]2C[C@@]3(C(=O)OC)C(=C[C@H](C(C)(C)C)O[C@@H]3C)N(CCc3ccc(OC)c(OC)c3)C2=O)CC1
53	CCN(CC)C(=O)CSc1nnc(-c2ccc(C(C)(C)C)cc2)n1-c1ccc(Cl)cc1
54	O=C(NCCCN1CCN(c2ccc(F)cc2)CC1)Nc1ccccc1

| screen / no. | 49 | 50 | 51 | 52 | 53 | 54 |
| --- | --- | --- | --- | --- | --- | --- |
| CCHFV vOTU inh | 20 | -3 | 6 | 0 | 12 | 4 |
| PrPC surface inh | 0 | -10 | 7 | 1 | 15 | -10 |

55	CCCNC(=O)N[C@H]1C=C[C@H](CC(=O)OC)O[C@@H]1CO
56	Cc1ccc(S(=O)(=O)N2CCC(C(=O)NCc3cccs3)CC2)cc1
57	CCCn1cc(C(=O)Nc2ccc(Oc3cccnc3)cc2)c2ccccc21
58	COC(=O)C1CN(Cc2ccc(OC)cc2)CCS(=O)(=O)N1Cc1cn(Cc2ccc(C)cc2)nn1 (stereo not given)
59	CCOC(=O)c1cccc(NC(=O)CN(C)S(=O)(=O)c2ccco2)c1
60	Cc1ccc(NC(=S)Nc2ccc(-c3nnc4n3CCCCC4)cc2)cc1C

| screen / no. | 55 | 56 | 57 | 58 | 59 | 60 |
| --- | --- | --- | --- | --- | --- | --- |
| CCHFV vOTU inh | 3 | 0 | 5 | -1 | 5 | -11 |
| PrPC surface inh | 2 | 7 | 12 | 4 | -3 | 3 |

61	COC(=O)[C@@]12CCCCC3=C1N(CCC3)C(=O)[C@H]2CC(=O)NCC1CCCCC1
62	COC(=O)[C@@]12C[C@@H](CC(=O)N3CCN(C(=O)c4ccco4)CC3)C(=O)N(Cc3ccco3)C1=CCC(C)(C)C2
63	O=C(c1cccs1)N1CC[C@H]2[C@H](CCCN2Cc2ccc(F)cc2)C1
64	CN1CC[C@@H]2CN[C@H](c3ccccc3Br)C[C@@H]21
65	O=C(Nc1ccccc1Cl)OC1CC2CC1[C@H]1CCCCN1[C@H]2Cc1ccccc1 (stereo not given in full)
66	CC(C)C[C@@H]1COc2cc(F)ccc2S(=O)(=O)N1

| screen / no. | 61 | 62 | 63 | 64 | 65 | 66 |
| --- | --- | --- | --- | --- | --- | --- |
| CCHFV vOTU inh | -1 | -9 | -7 | 0 | -2 | 1 |
| PrPC surface inh | 0 | 3 | -9 | -2 | -13 | 2 |

67	CC(C)(C)c1ccc(S(=O)(=O)N2CCC(c3cn4ccccc4n3)CC2)cc1
68	N#Cc1ccc(/C=C2\CC3(OC(=O)c4ccco4)CCCN2C3)cc1 (stereo not given)
69	CCCCNC(=O)c1[nH]c(C2CCNCC2)nc1-c1cccc(C(F)(F)F)c1
70	COc1cccc(Cn2cc(COC(=O)Nc3ccc(F)cc3)nn2)c1
71	COC(=O)c1cccc(Cn2ccc3ccc(-c4ccc5ccn(C(=O)c6ccccc6)c5c4)cc32)c1
72	CCOC(=O)[C@]12CCCC=C1N(CCC1=CCCCC1)C(=O)[C@H](CC(=O)N1CCN(C(=O)C3CC3)CC1)C2

| screen / no. | 67 | 68 | 69 | 70 | 71 | 72 |
| --- | --- | --- | --- | --- | --- | --- |
| CCHFV vOTU inh | 1 | 8 | -13 | 3 | -6 | 1 |
| PrPC surface inh | 4 | -10 | -6 | 6 | -1 | -1 |

73	O=C(Cc1c[nH]c2ccccc12)Nc1ccc(Nc2cccnc2)c(-c2ccc(OC(F)(F)F)cc2)c1
74	C[C@@H](CO)NC(=O)c1[nH]cnc1C(=O)Nc1ccccc1
75	Cc1ccccc1S(=O)(=O)N1C(c2ccc(Cl)c(Cl)c2)CC=C(C(=O)O)C1c1cccc(Br)c1 (stereo not given)
76	C=CCN1C(=O)[C@@H](CC(=O)NCCCOC)[C@]2(C(=O)OCC)CCCCC/C=C/12

| screen / no. | 73 | 74 | 75 | 76 |
| --- | --- | --- | --- | --- |
| CCHFV vOTU inh | 18 | -8 | 28 | -5 |
| PrPC surface inh | -3 | 2 | 12 | 7 |
